Assay outcomes as filed in PubChem BioAssay.
FXN GAA850 act: increases GAA850 frataxin promoter reporter activity; HEK293 lucGAA850 FXN promoter luciferase reporter, 24 h; percent of 10 µM SAHA response; activation, % at 6 µM; 360,000 compounds, 0.56% hits; AID 540364;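 active = activation above the average of all compounds screened plus 3 SD, cutoff fixed separately per campaign, cut at about 7.5% in these data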;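 also: 0% = DMSO wells and 100% = 10 µM SAHA wells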
DAX1 inh-1: NR0B1 (DAX1) inhibition | HEK293 Gal4-DAX1 luciferase reporter, luminescence | inhibition, % at 6.75 µM | 340,000 compounds, 0.99% hits | AID 504766;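 active = inhibition above the mean over all tested compounds plus 3 SD, cut at about 4.2% in these data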;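 also: 0% = DAX1-transfected cells with DMSO and 100% = empty-vector control cells with DMSO; inhibition shows as a rise in luminescence from relieved DAX1 repression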
Target sequence (P51843 207-470 limits assumed): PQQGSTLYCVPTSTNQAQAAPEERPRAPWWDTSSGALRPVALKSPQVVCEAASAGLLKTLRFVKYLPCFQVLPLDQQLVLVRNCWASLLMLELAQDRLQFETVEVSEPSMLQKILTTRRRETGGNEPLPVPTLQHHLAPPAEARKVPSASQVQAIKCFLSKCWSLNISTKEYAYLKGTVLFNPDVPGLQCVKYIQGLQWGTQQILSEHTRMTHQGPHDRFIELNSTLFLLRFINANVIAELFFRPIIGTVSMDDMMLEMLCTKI
SMARCA2 activ: increases SMARCA2 function in MMTV reporter cells; MG213 cells, MMTV-luciferase reporter, dexamethasone, overnight; activation, % at 9.1 µM; 370,000 compounds, 1% hits; in the data active = activation above about 7.8%;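 also: 0% = vehicle wells and 100% = reference activator wells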
hgDAF-12 ag: agonists of H. glycines DAF-12 nuclear receptor; HEK293 GAL4-hgDAF12 UAS-luciferase reporter, agonist luminescence; normalized to butyrate control; activation, % at 6.8 µM; 370,000 compounds, 1.8% hits;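 active = activation above a cutoff set at the mean of all screened compounds plus 3 SD, cut at about 10% in these data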;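 also: 0% = DMSO wells and 100% = sodium butyrate wells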
GC-A act: GC-A (human) enzyme activation. HEK293 GC-A cells, cGMP TR-FRET, EC30 ANP; 0% at EC30 ANP, 100% saturating ANP. activation, % at 10 µM. 370,000 compounds, 0.14% hits. AID 1671463; in the data active = activation above about 40%
DAX1 inh-2: inhibitors of DAX1 repression of SF-1 activated StAR promoter; HEK293T StAR-luciferase reporter, SF-1/DAX-1 repression relief; inhibition, % at 6.8 µM; 370,000 compounds, 1.1% hits; AID 652010;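 active = inhibition above the mean over all tested compounds plus 3 SD, cut at about 3.6% in these data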;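 also: 0% = DAX-1 cells with DMSO and 100% = cells lacking DAX-1 with DMSO; higher inhibition means more luminescence from relief of DAX-1 repression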
ssDAF-12 act: activators of S. stercoralis DAF-12 nuclear receptor; activation, % at 6.8 µM; HEK293 ssDAF-12/GRIP1 lit1-tk-luc reporter, luminescence; % of 3 µM dafachronic acid response; 370,000 compounds, 1% hits;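 active = activation above the mean over all tested compounds plus 3 SD, cut at about 0.9% in these data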;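 also: 0% = DMSO-only wells and 100% = 3 µM delta7-dafachronic acid wells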
HGIII-sPLA2 inh: Inhibits HGIII-sPLA2 liposome hydrolysis, primary screen; 370,000 compounds, 0.56% hits; QFRET BODIPY PC-A2 liposome hydrolysis, fluorescence; inhibition, % at 12.2 µM; Q9NZ20;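 active = inhibition above mean plus 3 SD of compounds lying within the high and low control bounds, cut at about 19% in these data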;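 also: 0% = median of test compound wells and 100% = no enzyme DMSO wells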
GC-B act: GC-B (human) receptor activation; HEK293-GC-B cells, CNP EC30, cGMP TR-FRET; 0% at EC30 CNP, 100% saturating CNP; activation, % at 10 µM; P20594; 370,000 compounds, 0.11% hits; AID 1920062;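 active = activation at 10 µM reaching about 35% in either raw or pattern-adjusted values, limit read from the data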
ADAM10 inh: inhibits human ADAM10 | O14672 | recombinant ADAM10, EDANS/DABCYL FRET peptide cleavage, 3 h | inhibition, % at 7 µM | 370,000 compounds, 0.62% hits | AID 720582;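 active = inhibition above a per-campaign cutoff equal to the mean of compounds falling between control-based bounds plus 3 SD, cut at about 20% in these data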;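 also: 0% = DMSO wells while the 100% control is not disclosed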
Target sequence (O14672 214-748 limits assumed): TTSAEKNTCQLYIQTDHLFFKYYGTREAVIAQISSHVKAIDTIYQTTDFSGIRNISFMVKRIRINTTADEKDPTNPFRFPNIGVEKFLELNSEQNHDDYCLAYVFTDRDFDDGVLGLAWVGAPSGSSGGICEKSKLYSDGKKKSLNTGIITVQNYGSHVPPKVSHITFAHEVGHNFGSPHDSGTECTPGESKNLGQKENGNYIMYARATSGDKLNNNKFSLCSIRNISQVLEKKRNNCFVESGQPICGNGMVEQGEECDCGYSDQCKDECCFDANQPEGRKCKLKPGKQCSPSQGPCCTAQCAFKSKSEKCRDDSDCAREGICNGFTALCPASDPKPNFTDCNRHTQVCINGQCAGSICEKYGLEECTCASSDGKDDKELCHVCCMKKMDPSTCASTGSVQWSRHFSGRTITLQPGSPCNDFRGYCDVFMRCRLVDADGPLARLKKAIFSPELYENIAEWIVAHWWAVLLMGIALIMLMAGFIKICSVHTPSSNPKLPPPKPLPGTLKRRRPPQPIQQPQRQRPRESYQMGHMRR
hcDAF12 agonist: H. contortus DAF-12 activation, primary screen; HEK293 hcDAF-12 lit1-tk-luc reporter, luminescence; 0% DMSO, 100% Δ7-dafachronic acid; activation, % at 6.8 µM; 370,000 compounds, 1.4% hits; AID 652067;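 active = activation above the mean of all tested compounds plus 3 SD, cut at about 5.5% in these data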;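 also: 100% = response to 3 µM Δ7-dafachronic acid high control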
* marks the source's active call; other numbers are inactive results; · = no result given. An unsorted share of the library, and some 6.6% of all compounds hit somewhere here.

SMILES	FXN GAA850 act	DAX1 inh-1	SMARCA2 activ	hgDAF-12 ag	GC-A act	DAX1 inh-2	ssDAF-12 act	HGIII-sPLA2 inh	GC-B act	ADAM10 inh	hcDAF12 agonist
O=C(NCCCN1CCCCC1)C1CCC(=O)N1CCc1ccccc1 (configuration not stated)	0.5	0.3	-1.1	0.2	2.6	0.4	-1.1	-5.2	-2.1	2.4	-1.3
CC(C)OC(=O)/C(=C\c1cccnc1)NC(=O)c1ccccc1	0.7	1.5	-2.2	-1.3	-1.0	-0.1	-1.8	-2.9	2.2	-2.4	1.8
CCc1ccc(C(O)c2ncc(-c3cccc(C(F)(F)F)c3)[nH]2)cc1 (configuration not stated)	0.2	·	-3.9	-3.1	-1.5	-1.4	-1.1	-2.3	-4.2	9.3	-1.5
CC(N=Cc1nc(-c2ccccc2)oc1O)c1ccccc1 (configuration not stated)	4.8	1.9	1.0	0.4	3.3	-1.2	-1.7	-18.1	-2.3	21.0*	0.0
CC1/C(=N/O)C(CN(C)C)C2CC1C2(C)C (configuration not stated)	0.1	-0.1	-1.2	-0.2	2.5	-0.6	-1.2	-2.3	3.9	0.2	-1.3
O=C(CSc1nnc(-c2ccc(F)cc2)o1)N1CCCCC1	3.4	0.3	1.1	7.9	0.5	1.6	0.2	7.0	5.2	-0.1	1.8
C[C@H]1CCCN1c1ccc2c(c1)O[C@@H]1CCN(C1)S2(=O)=O	·	·	-1.5	5.2	1.3	-1.2	-0.6	3.1	4.9	-8.2	0.1
CC(C)(C)OC(=O)NC(Cc1ccccc1)C(=O)N1CCC(C(=O)NCC(=O)Nc2ccc(F)cc2)CC1 (configuration not stated)	1.3	1.1	-1.4	0.4	4.3	-0.5	-0.6	-10.5	-2.5	2.6	1.9
CC(O)[C@@]1(O)CC[C@H]2[C@@H]3CC[C@H]4C[C@@H](O)CC[C@]4(C)C3=CC[C@@]21C (some centres not stated)	-1.7	0.2	-2.4	1.0	-0.1	0.3	-0.1	-26.7	-1.4	9.3	-1.3
CCOC(=O)Cc1cnc(NC(=O)CSc2nc(C)cc(C)n2)s1	-3.7	-1.7	-2.3	-4.5	0.9	-0.8	-1.6	3.4	-1.2	-5.9	-1.7
O=C(CN1CCCc2ccccc21)N1CCc2ccccc21	4.3	·	-2.5	1.2	0.9	-0.2	-0.9	8.0	-1.3	-3.0	2.9
Cc1nc(CCNC(=O)CC2C(=O)NCCN2Cc2ccccc2F)sc1C (configuration not stated)	-1.3	1.9	6.6	-1.3	2.5	0.1	-1.6	-1.8	6.4	-5.8	-0.8
Cc1cc(NC(=O)CC#N)n(-c2ccccc2)n1	0.1	2.0	2.2	-2.6	-0.3	-0.1	-0.5	-13.8	-2.9	3.1	-0.5
CC(Oc1ccccc1Cl)C(=O)/C=C/N(C)C (configuration not stated)	-1.7	0.0	0.3	1.5	5.2	-0.8	-1.2	-14.7	-1.8	0.4	-0.9
CCCCNC(=O)c1nc2ncc(Br)cn2n1	5.2	-0.4	-1.7	-0.1	0.1	-0.7	-1.0	-3.0	-0.5	-5.6	-1.3
Cc1cn(CCC(=O)Nc2ccccc2N2CCOCC2)c2ccccc12	4.1	6.8*	-0.7	6.0	-18.1	0.5	-0.5	-28.4	-14.2	8.9	6.0*
Cc1ccc(NC(=O)C(=O)NCc2ccc(/C=C(/C#N)C(=O)NCc3cccnc3)o2)cc1	-1.5	-0.3	-5.4	1.5	-0.3	0.2	-0.8	-5.5	-6.3	2.8	-1.3
COC(=O)c1ccccc1NC(=O)C1CC(=O)N(c2ccccc2)C1 (configuration not stated)	1.9	1.1	2.6	-2.6	-0.5	-1.1	-1.7	2.3	-8.1	-1.4	-1.7
CC(C)CCN1CCN(Cc2ccc(C#CCCO)cc2)CC1CCO (configuration not stated)	2.4	-0.8	-4.7	0.9	2.6	0.5	-1.7	4.3	1.6	-10.3	-1.1
O=C1c2ccccc2-c2nc3ccccc3cc21	5.5	3.6	4.4	15.1*	1.9	2.3	1.0*	-2.0	1.7	-2.3	7.9*
CC1=C(C#N)C2(O)C(=O)c3ccccc3C2(O)N1 (configuration not stated)	0.1	0.7	-1.9	-3.7	4.6	1.4	-1.6	8.4	7.8	-1.9	-0.6
Cc1ccc(C)c(C(O)c2ncc(-c3cccc(C(F)(F)F)c3)[nH]2)c1 (configuration not stated)	0.5	·	-1.6	0.7	0.5	0.0	-1.3	-12.9	-8.8	3.9	0.4
C=CCc1ccccc1OCCn1ccnc1	-0.3	-0.5	3.4	0.3	3.5	0.7	-1.4	-7.3	3.9	-7.4	1.0
N=c1n(CCN2CCOCC2)c2ccccc2n1CC(=O)c1cccc([N+](=O)[O-])c1	0.8	-0.1	-1.3	-2.8	9.1	-1.0	-1.9	1.4	2.5	5.4	-0.2
CCOC(=O)c1c(C)[nH]c(C)c1C(=O)CSc1nc2ccccc2n1CCOC	0.9	-0.7	-3.5	1.9	-0.4	-0.2	-0.9	-9.0	0.9	2.5	-1.4
Cc1cc(=O)oc2c(C)c(OC(C)C(=O)NCCCN3CCOCC3)ccc12 (configuration not stated)	-0.8	0.8	0.5	0.6	-0.9	-0.3	-1.3	-3.5	0.1	-59.8	1.1
CCCNC(=O)C1(CC2CC(c3ccccc3)=NO2)CCN(C(=O)c2ccccc2)CC1 (configuration not stated)	2.1	0.2	-0.7	-0.8	-0.9	-0.5	-1.1	1.7	1.2	-1.5	-0.8
Cn1c(=O)c2c(nc(NCc3ccc4c(c3)OCO4)n2C)n(C)c1=O	7.5	-0.3	-1.7	-3.9	12.9	-0.1	-1.3	3.6	0.4	1.3	-2.8
Cc1cccc(NC(=O)CN2CCC(C(=O)c3ccc4c(c3)OCCO4)CC2)c1	-0.9	-0.7	-5.0	-2.5	-5.0	-0.8	-1.2	-10.4	-3.7	-4.5	-2.3
Cc1ccccc1-c1cc(C(=O)NCc2ccc3c(c2)OCO3)n(CC2CC(c3cccnc3)=NO2)n1 (configuration not stated)	-1.6	-0.3	-0.9	1.0	-3.3	-0.1	-1.4	-15.6	-5.2	5.0	0.3
CN(C)C(=O)c1cccc(-c2cccc(-c3nc(C(=O)NCc4ccccc4)cc4c3[C@@H](CCO)N(S(=O)C(C)(C)C)C4)c2)c1 (some centres not stated)	·	·	-3.5	-6.4	1.9	-3.0	-1.6	-6.7	3.5	4.5	-0.5
CCc1cc(=O)oc2cc(C)cc(OCC(=O)NC(Cc3ccc(Cl)cc3)C(=O)O)c12 (configuration not stated)	-1.7	-2.0	-1.9	1.4	1.1	-0.1	-0.7	-17.7	2.9	-435.0	-1.8
CCCCOc1cccc(-c2nnc(NC(=O)CSc3ccc(C)cc3)s2)c1	1.3	1.0	-1.6	0.6	-7.3	0.2	-1.0	-9.4	4.1	2.7	2.0
CC(=O)c1ccc(Nc2ccc(-c3ccccc3C)nn2)cc1	5.7	1.6	5.6	11.4*	1.0	2.3	0.2	-5.2	-4.5	-21.9	1.2
O=C(NC1CCCCC1)N1CCC(n2cnc3ccccc32)CC1	0.2	0.1	2.7	1.0	-3.4	-0.2	-1.2	1.1	2.1	2.0	-0.5
Fc1ccc(CNC(=S)Nc2ccc(Cl)cc2)cc1	2.1	-0.4	-6.0	3.8	3.2	-1.2	-1.3	-5.8	1.3	8.2	0.2
O=C1CC2(CCN(C(=O)c3ccc(F)c(F)c3)CC2)Oc2ccccc21	0.8	-1.4	0.3	-0.6	4.3	0.0	-0.6	0.5	6.0	-98.2	-0.7
O=C(CN1CCN(S(=O)(=O)c2ccc(Cl)cc2)CC1)NC1CC1	-0.8	0.0	2.5	-0.5	2.9	1.0	-1.0	3.6	-10.8	-0.6	-0.5
O=C(Oc1ccccc1)N1CCOCC1	2.8	0.3	-1.3	-1.0	1.7	0.3	-0.6	3.0	4.0	-4.8	-0.5
Cc1csc(NC(=O)[C@@H](NC(=O)c2ccccc2)C(C)C)n1	1.9	-0.5	-1.1	-2.2	-2.5	0.0	-1.4	-0.5	-3.2	-2.7	-0.5
CCOc1ccc2[nH]c(=O)c(CN(CC3COCCO3)C(=O)c3ccco3)cc2c1 (configuration not stated)	-0.1	1.4	2.6	0.2	-1.1	0.6	-1.1	-0.3	-6.3	-7.2	0.2
O=C(C1CCCCC1)N1C[C@@H](O)[C@H](n2cc(C3CC3)nn2)C[C@@H]1c1ccccc1	0.9	0.5	-5.5	-2.0	-3.1	-0.4	-0.9	10.2	0.0	-7.7	-1.2
Cc1ccc(NC(=O)c2nc[nH]c2C(=O)NCCN(CCNC(=O)c2[nH]cnc2C(=O)Nc2ccc(C)cc2)CCNC(=O)c2[nH]cnc2C(=O)Nc2ccc(C)cc2)cc1	-0.1	-0.2	1.7	-0.4	-0.3	0.2	-1.4	6.1	-3.4	-1.3	-0.8
C/C(=C\C(=O)c1ccc(Br)cc1)N1CCCCC1	2.4	-0.3	-2.1	0.8	2.1	0.5	-1.9	-8.3	-5.2	6.6	-1.1
CC(=O)N1CCN(S(=O)(=O)c2cccc(C(=O)N3CCN(S(=O)(=O)c4c(C)c(C)cc(C)c4C)CC3)c2)CC1	-1.7	0.9	-3.4	-2.3	1.0	-0.8	-1.1	-0.4	3.5	-11.0	0.4
Cc1ccc(-n2c(Cc3cccs3)nnc2SCC(=O)Nc2ccc(OCc3ccccc3)cc2)cc1	·	·	-5.9	1.9	-3.9	-2.1	-1.5	-25.4	4.3	21.3*	0.1
O=C(NNC(=O)c1cc(Cl)ccc1O)c1cccs1	1.0	0.5	4.3	3.8	-0.7	1.3	0.0	-4.2	4.1	-23.8	3.1
Cc1cccc(NC(=O)COC(=O)c2nn(C)c(=O)c3ccccc23)c1C	-1.3	0.8	-0.1	0.4	0.9	-0.7	-1.4	5.1	-2.4	-1.2	0.4
COC(=O)c1cccc(NC(=O)CSc2nnc(C3CC3)n2C)c1	-0.7	0.0	3.0	-2.8	-2.0	0.1	-0.9	1.9	1.8	5.6	-0.3
O=C(CSc1ncn[nH]1)Nc1ccc(Cl)c(S(=O)(=O)N2CCOCC2)c1	1.1	2.1	5.0	3.0	-1.1	0.8	0.2	-15.3	0.1	1.1	2.1

Remaining list, next part.
SMILES	FXN GAA850 act	DAX1 inh-1	SMARCA2 activ	hgDAF-12 ag	GC-A act	DAX1 inh-2	ssDAF-12 act	HGIII-sPLA2 inh	GC-B act	ADAM10 inh	hcDAF12 agonist
C=CCNC(=O)c1cc(C(=O)C(C)c2ncc(C(F)(F)F)cc2Cl)c[nH]1 (configuration not stated)	2.4	0.3	-0.1	-2.7	1.5	1.2	-1.5	1.3	4.8	-2.1	-1.3
CCc1ccc(OCC(=O)NC(=S)Nc2ccc(Br)c(C)n2)cc1	1.4	2.0	0.7	-0.9	-0.9	0.4	-1.0	-0.1	-0.3	-8.2	3.6
CCN(CC(=O)Nc1ccc2c(c1)OCCO2)C(=O)c1ccccc1Br	1.9	0.7	-0.6	5.4	4.1	0.1	-0.4	-6.5	-3.4	3.7	1.2
CCOC(=O)c1oc2cc(C)cc(C)c2c1C	-0.1	2.8	-1.5	1.8	-4.5	-0.3	-1.0	0.2	-0.8	-7.6	-0.1
O=C(CCS(=O)(=O)c1ccccc1)Nc1ccc(S(=O)(=O)Nc2nccs2)cc1	-0.3	1.2	-4.0	0.1	1.5	0.0	-1.3	-5.5	2.2	-7.3	-0.5
